Source: PubChem BioAssay (several laboratories)
VLA-4 inh = inhibition in human VLA-4 binding assay, primary screen, VLA-4 allosteric modulator project, MLPCN library, flow cytometry, VLA-4 expressing cells | inhibition, % (about 7 µM as worked out from the volumes in the protocol) | Integrin alpha-4 (Homo sapiens), P13612 | 330,000 tested, 0.2% active | ligand binding flow cytometry; in the data active means inhibition above about 50%
AGP1 TOR yeast = modulators of AGP1-GFP expression in yeast TOR pathway, primary screen, cell-based, multiplex flow cytometry, S. cerevisiae, MLPCN library; 320,000 tested, 0.02% active; AID 2066, 2009; GFP response vs DMSO, % at 10 µM; 3 h; GFP as percent of DMSO wells;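 active means GFP response relative to DMSO above a set limit, near screen average plus 3 SD, cut at about 150% in these data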;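 further: median GFP channel fluorescence of the gated AGP1 strain per well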
MEX-5 binding = MEX-5 zinc finger RNA-binding disruptors – biochemical, C. elegans, fluorescence polarization, MLPCN library, primary screen; Zinc finger protein mex-5 (Caenorhabditis elegans), Q9XUB2; MEX-5/FITC-TCR2 RNA binding; stronger effect = lower value; activity score (negative = inhibition of binding), % at 10 µM; 300,000 tested, 0.38% active; AID 1832, 2009;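 active means inhibition past about -25% in most replicates, and total fluorescence under double the plate's negative control median, limit read from the data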;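 further: 0% = DMSO and -100% = 5 µM competing unlabeled TCR2 RNA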
GLD-1 RNA inh = GLD-1/TGE RNA complex disruptors, primary screen, biochemical, fluorescence polarization | 320,000 tested, 0.44% active | AID 2280, 2010 | inhibition, % at 5.96 µM | purified GLD-1 + fluorescein TGE RNA | Female germline-specific tumor suppressor gld-1 (Caenorhabditis elegans), Q17339;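 active means percent inhibition above a per-plate cutoff, the plate mean of test compounds plus 3 SD, cut at about 30% in these data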;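 further: 0% = DMSO wells with GLD-1 and probe and 100% = wells lacking GLD-1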
Target sequence (Q17339 whole entry, looked up): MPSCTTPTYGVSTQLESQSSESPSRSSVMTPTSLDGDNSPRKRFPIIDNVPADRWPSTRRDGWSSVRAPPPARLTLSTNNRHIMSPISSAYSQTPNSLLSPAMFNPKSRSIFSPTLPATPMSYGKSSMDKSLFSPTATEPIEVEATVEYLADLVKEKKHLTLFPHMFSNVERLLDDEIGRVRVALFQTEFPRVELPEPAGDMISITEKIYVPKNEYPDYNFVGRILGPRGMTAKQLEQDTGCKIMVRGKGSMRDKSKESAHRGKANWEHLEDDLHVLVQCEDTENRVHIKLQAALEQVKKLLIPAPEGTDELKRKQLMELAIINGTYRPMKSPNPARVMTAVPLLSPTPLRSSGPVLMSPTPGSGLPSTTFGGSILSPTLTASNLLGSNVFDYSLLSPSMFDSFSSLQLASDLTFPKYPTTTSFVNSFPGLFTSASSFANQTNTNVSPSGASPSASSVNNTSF
CIT2 TOR yeast = modulators of CIT2-GFP expression in yeast, primary screen, S. cerevisiae, GFP fusion, multiplex flow cytometry, MLPCN library. GFP response vs DMSO, % at 10 µM. AID 2029, 2009. 320,000 tested, 0.065% active. S. cerevisiae CIT2-GFP strain, 3 h; 100 means same as DMSO wells;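 active means GFP response relative to DMSO above a set limit, near the screen mean plus 3 SD, cut at about 150% in these data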;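 further: ratio of well median GFP fluorescence to mean of DMSO wells on the plate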
BCLXL inh = inhibitors of human Bcl-xL, primary screen, biochemical, fluorescence polarization, HTS; Bcl-2-like protein 1 (Homo sapiens), Q07817; GST-Bcl-xL / FITC-Bim BH3 peptide fluorescence polarization; inhibition, % at 10.9 µM; 320,000 tested, 0.7% active; AID 2129, 2009;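 active means inhibition above the mean of all tested compounds plus 3 SD, cutoff set per campaign, cut at about 30% in these data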;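 further: 0% = DMSO wells and 100% = unlabeled Bim-BH3 peptide competitor; inhibitors lower millipolarization by displacing the labeled peptide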
CR mimetic SO = reduction of superoxide in aged yeast, primary screen, HTS. 330,000 tested, 0.18% active. AID 2690, 2010. superoxide response (% of plate mean), % at 10 µM. S. cerevisiae aged cells, superoxide DHE fluorescence; stronger effect = lower value;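 active means superoxide response under a set limit, about three screen SD below normal, cut at about 65% in these data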;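 further: yeast aged for seven days with compound at 30 °C before DHE staining; 100% = average MFI of all compound-treated wells on the plate with controls excluded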
MCL1-BIM inh = inhibitors of MCL1 binding to BIM-BH3, primary screen, biochemical, fluorescence polarization; inhibition, % at 10.9 µM; GST-MCL1 / FITC-Bim-BH3 fluorescence polarization; 320,000 tested, 0.68% active;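 active means inhibition above the mean inhibition of all tested compounds plus 3 SD, set per campaign, cut at about 40% in these data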;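 further: 0% = DMSO wells and 100% = unlabeled Bim-BH3 peptide control; higher means more loss of mP so more displacement of Bim peptide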
Target sequence (Q07820 whole entry, looked up): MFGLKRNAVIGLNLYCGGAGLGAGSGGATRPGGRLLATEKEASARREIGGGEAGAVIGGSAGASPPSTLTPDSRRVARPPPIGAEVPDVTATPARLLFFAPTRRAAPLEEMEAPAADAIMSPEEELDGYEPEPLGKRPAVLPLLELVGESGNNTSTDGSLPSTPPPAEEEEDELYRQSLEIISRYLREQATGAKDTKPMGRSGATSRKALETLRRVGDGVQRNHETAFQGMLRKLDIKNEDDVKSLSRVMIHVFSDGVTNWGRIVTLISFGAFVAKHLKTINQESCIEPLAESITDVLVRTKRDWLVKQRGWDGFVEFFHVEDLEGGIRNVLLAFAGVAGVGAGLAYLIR
GRK2 inh = compounds blocking aptamer binding on GRK2 – biochemical, human GRK2, bead flow cytometry, HTS, primary screen; FAM-aptamer displacement from GRK2; inhibition of aptamer binding, % at 10 µM; 330,000 tested, 0.59% active; AID 488847, 2010;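 active means inhibition of aptamer binding above 40%, roughly 3 SD of noise, on plates passing a quality check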;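 further: median bead fluorescence of bound FAM aptamer so fluorescent compounds give negative values; no value below 0 was filed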
Active calls of the source: *; · = no result given. Compounds were not picked by outcome (roughly 2.1% active in at least one column).

canonical_smiles,VLA-4 inh,AGP1 TOR yeast,MEX-5 binding,GLD-1 RNA inh,CIT2 TOR yeast,BCLXL inh,CR mimetic SO,MCL1-BIM inh,GRK2 inh
CCOc1ccc(/C(O)=C2/C(=O)C(=O)N(CCCN3CCOCC3)C2c2ccc(F)cc2)cc1C (centres undefined),41,100,0.5,-1,92,5,105,5,4
CCOC(=O)CCCNC(=O)CSc1nnc(-c2ccccc2)c(-c2ccccc2)n1,14,94,1.9,-7,94,5,107,1,0
O=C(CCN1C(=O)COc2ccccc21)NCc1cccnc1,-2,101,1.7,1,106,3,90,6,2
CN(C)C(CNC(=O)c1ccccc1C(F)(F)F)c1ccco1 (centres undefined),-127,100,1.4,0,100,-1,97,-5,0
Cc1cc(C)cc(NC(=O)CN2CCC(NC(=O)c3ccccc3F)CC2)c1,-6,103,-0.5,-5,98,5,99,1,0
CC(Sc1ncccn1)C(=O)NNC(=O)c1cccc(Cl)c1 (centres undefined),6,95,·,3,87,·,103,·,0
C=CCOC(=O)/C(=C/c1cccc2ccccc12)NC(=O)c1ccccc1,9,104,0.4,6,108,3,116,2,1
Nc1ccc(C(=O)N2CCN(S(=O)(=O)c3ccc4c(c3)OCCO4)CC2)cc1[N+](=O)[O-],6,90,-2.2,1,101,1,106,1,4
COc1cc2[nH]c(=O)c(C(=O)NCc3ccc(F)cc3)c(O)c2cc1OC,-6,103,2.1,·,103,·,103,·,0
Brc1ccccc1/C=N/Nc1ccccn1,-1,107,-0.1,-2,107,5,97,1,0
C[C@@H]1CN([C@@H](C)CO)C(=O)c2cccc(NS(C)(=O)=O)c2O[C@H]1CN(C)C(=O)Nc1ccc(F)cc1,21,94,·,6,89,·,104,·,1
CCn1nccc1C(=O)Nc1ccc(Cl)cc1Cl,-4,90,2.2,5,90,5,122,4,2
O=C(Nc1ccc(Cl)cc1C(=O)NCCN1CCOCC1)c1ccco1,13,98,1.4,4,93,5,104,1,0
O=C1CC(c2ccco2)c2ccc3ccccc3c2N1 (centres undefined),-2,92,·,-1,86,1,125,7,2
CCN(CC(=O)Nc1c(F)cccc1F)C(=O)CNC(=O)c1ccc(C)s1,14,106,-0.7,-1,110,9,91,3,0
CCCCCCC[C@@H](C/C=C/CCC(=O)N(C)C/C(=C/Cl)C/C(=C\C(=O)N1C[C@H](O)CC1=O)OC)OC,-28,102,·,5,104,·,84,·,0
Cc1ccc(NC(=O)CCOc2ccccc2)c(C)c1,7,91,0.9,·,94,·,95,·,1
CSc1nc(-c2ccco2)cc(C(F)(F)F)c1C#N,-2,95,-2.5,-4,97,-13,114,-10,2
CCOc1ccc(CN(C)C(=O)c2cccnc2SC)cc1OC,1,105,-3.4,-6,112,-2,92,-4,2
CN(C)S(=O)(=O)c1ccc(S(=O)(=O)N(Cc2ccco2)Cc2ccccc2Cl)cc1,-32,101,-1.1,9,100,5,85,1,6

canonical_smiles,VLA-4 inh,AGP1 TOR yeast,MEX-5 binding,GLD-1 RNA inh,CIT2 TOR yeast,BCLXL inh,CR mimetic SO,MCL1-BIM inh,GRK2 inh
Cc1cccn2c(=O)c3cc(C(=O)NCCN4CCOCC4)c(=N)n(Cc4ccc(F)cc4)c3nc12,7,87,0.5,-2,103,3,109,-3,1
O=C(Nc1ccccc1C(F)(F)F)N1CCCC1c1cccnc1 (centres undefined),0,107,1.5,3,103,2,89,-2,1
Cc1cc(C(=O)COC(=O)CNC(=O)c2ccco2)c(C)n1Cc1ccco1,10,98,-0.4,8,99,5,99,-3,0
O=C(N/N=C/c1ccco1)C1CC1,11,103,4.6,4,105,2,111,2,0
O=C(c1cccc(F)c1)N1CCN(c2cccc(Cl)c2)CC1,-5,100,-0.4,2,98,7,92,5,0
CC(=O)c1c(O)c2ccccc2n(C)c1=O,8,89,-2.8,-7,87,4,66,-2,2
O=C(O)CC1S/C(=N/N=C/c2ccc(-c3ccccc3[N+](=O)[O-])o2)NC1=O (centres undefined),6,101,-21,7,115,9,101,18,3
CC(=O)c1ccc(S(=O)(=O)Nc2cc3c(cc2C(C)=O)OCO3)cc1,-39,101,0.3,-3,101,5,88,10,0
COc1cccc(C(O)c2nc3ccccc3n2C(C)C)c1OC (centres undefined),8,88,-1.0,5,98,-3,85,-12,0
Cc1[nH]nc(SCC(=O)Nc2ccc(C#N)cc2)c1[N+](=O)[O-],0,97,1.9,7,96,6,114,2,0
Cc1ccc(S(=O)(=O)N(C)Cc2cc3cc(C)ccc3[nH]c2=O)cc1,6,99,-1.9,-2,96,3,84,3,5
Cc1ccc(-c2nc(-c3ccncc3)no2)cc1Cl,22,95,0.2,-3,108,1,104,3,0
COC(=O)C1=C(C)N(Cc2ccccc2)C(=O)N[C@H]1c1cccs1,2,88,1.0,0,85,2,92,-8,2
CCOc1ccc(NC(=O)c2ccccc2C(=O)c2ccccc2)cc1OCC,4,108,1.0,3,106,6,95,12,0
COc1cccc(C(CNC(=O)C(c2ccccc2)c2ccccc2)N(C)C)c1 (centres undefined),1,104,-0.4,7,104,2,103,-1,0
Cc1cc(=O)oc2cc(NC(=O)c3cccc(Br)c3)ccc12,-1,108,-0.3,0,113,1,103,-1,0
CCOc1ccc(CN2CCN(Cc3c[nH]c4ccccc34)CC2)cc1,7,99,0.2,-11,103,2,104,-1,0
COc1ccc2nc(N3CCCCC3)c(/C=C3\SC(=S)NC3=O)cc2c1,-5,121,-0.5,-5,102,-11,93,-26,0
Cn1nc(C(=O)NCc2ccccc2)c2ccccc2c1=O,9,100,1.4,11,97,5,81,1,0
CCOc1ccc(Nc2nc(Cc3nnc(SCC(=O)NCc4ccco4)n3CC)cs2)cc1,8,100,1.4,2,106,-8,107,8,0

canonical_smiles,VLA-4 inh,AGP1 TOR yeast,MEX-5 binding,GLD-1 RNA inh,CIT2 TOR yeast,BCLXL inh,CR mimetic SO,MCL1-BIM inh,GRK2 inh
O=C(Nc1c2n(c(=S)n(-c3ccccc3)c1=O)CCCCC2)c1ccccc1,8,104,0.3,0,99,1,85,1,1
CN1CCC(Oc2ccccc2Sc2ccc(C(F)(F)F)cc2)CC1,7,106,0.4,0,92,2,97,4,0
Cc1ccc(S(=O)(=O)/N=C(/NC(=S)Nc2cccc(C)c2)c2ccccc2)cc1,19,98,-1.2,-2,95,0,120,9,2
COc1ccc(-c2cc(-c3ccc(Br)cc3)nc3ncnn23)cc1OC,1,95,-1.7,3,96,3,106,3,0
CCOc1ccc(N2C(=O)CN(CC(=O)OC)C2=S)cc1,-3,101,-2.5,1,100,-3,90,0,0
O=C1c2ccccc2CCC1C(O)c1ccccn1 (centres undefined),-1,94,-3.9,4,89,6,96,6,0
O=C(CCCCC(=O)NCCCc1ccccc1)NCCCc1ccccc1,4,92,-1.6,5,108,2,102,2,0
NC(=O)N/N=C/C=C/c1ccc(F)cc1,0,93,-3.6,-8,93,3,102,-6,0
CSc1ccc(CN2CCC(Oc3cccc(C(=O)N4CCCC4)c3)CC2)cc1,6,81,-6.9,4,90,5,90,7,0
COCCn1c(SCC(=O)N2CC(=O)Nc3ccccc32)nc2ccccc21,31,103,-1.1,2,102,-3,110,-13,0
CN1CCN(C(=O)/C=C/c2cccc(Cl)c2)CC1,4,104,0.4,4,103,6,104,7,2
CCCOc1ccc(C(CC(=O)O)NC(=O)c2sc3ccccc3c2Cl)cc1 (centres undefined),17,103,-1.9,1,94,14,106,-3,1
CC(C)CC1(C)NC(=O)N(CC(=O)Nc2ccc3c(c2)CCC3)C1=O (centres undefined),1,101,0.8,3,95,-1,94,-5,4
FC(F)(F)c1ccc(Sc2n[nH]c(C(F)(F)F)n2)nc1,-5,99,·,-3,100,3,104,10,1
C/C(=N/NC(=O)c1sc(NS(=O)(=O)c2ccccc2)nc1C)c1ccccc1,-2,106,2.9,6,104,2,88,17,0
CC(NC(=O)OC(C)(C)C)C(=O)Oc1ccc2ccc(=O)oc2c1 (centres undefined),9,97,·,4,98,-7,87,-2,1
Cc1cccn2cc(CSc3nnc(Nc4ccc(C(C)C)cc4)s3)nc12,7,99,1.1,7,101,-2,87,1,0
Cc1cccc(NC(=O)C2(c3ccccc3)CC2(Cl)Cl)c1 (centres undefined),9,95,1.5,3,·,-2,105,4,3
COC(=O)c1sc(=S)n(-c2cc(F)ccc2F)c1N,-14,104,-0.8,7,97,9,86,11,0
COc1ccc(-c2noc(Cc3ccc(Cl)cc3)n2)cc1OC,-7,94,-1.0,0,85,2,100,0,3
Cc1ccc(CNC(=O)c2ccc(Cl)cc2[N+](=O)[O-])cc1,26,99,-2.5,0,102,9,91,28,0
CCOC(=O)c1sc(Nc2ccc(C)cc2C)nc1C,7,86,3.6,5,84,3,98,4,1
